APP 5'UTR act – APP 5'UTR luciferase reporter activation; SH-SY5Y APP 5'UTR luciferase reporter, luminescence; zero percent = DMSO vehicle wells; activation, % at 2 µM; AID 1276; hit rate 1% among 190,000;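 active = activation above a set limit, based on mean plus 3 SD of controls, cut at about 140% in these data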; also: values of inactives mirror those of a sister screen read the other way
FLuc inh counter – counter-screen for luciferase assay inhibitors: firefly luciferase inhibition; P08659; ATPLite firefly luciferase biochemical luminescence, 10 min; inhibition, % at 10 µM; hit rate 1.5% among 200,000; AID 1006;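 active = inhibition above about 50% when tested at 10 µM, limit read from the data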
Target sequence (P08659 whole entry, looked up): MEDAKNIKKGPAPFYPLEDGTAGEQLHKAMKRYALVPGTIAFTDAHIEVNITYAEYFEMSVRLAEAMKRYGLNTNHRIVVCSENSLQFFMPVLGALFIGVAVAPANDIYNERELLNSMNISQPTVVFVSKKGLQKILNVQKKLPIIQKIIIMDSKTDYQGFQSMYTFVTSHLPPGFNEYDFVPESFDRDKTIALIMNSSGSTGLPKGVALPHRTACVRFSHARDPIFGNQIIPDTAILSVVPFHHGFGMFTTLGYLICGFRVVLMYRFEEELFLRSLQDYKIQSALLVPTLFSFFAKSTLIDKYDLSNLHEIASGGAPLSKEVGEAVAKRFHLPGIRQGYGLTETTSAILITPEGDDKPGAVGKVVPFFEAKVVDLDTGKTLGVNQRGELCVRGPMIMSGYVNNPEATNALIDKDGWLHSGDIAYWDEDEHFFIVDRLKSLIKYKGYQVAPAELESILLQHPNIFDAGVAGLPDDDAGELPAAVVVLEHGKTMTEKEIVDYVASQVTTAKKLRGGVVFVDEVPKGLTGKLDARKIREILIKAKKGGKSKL
NF-kB neuron act – compounds increasing NF-kB expression in human neuronal cells; fold change at 12.5 µM; hit rate 1.6% among 190,000; AID 1239; NF-kB reporter expression; active compounds read high; in the data active = fold change above about 3.3
Hsp70 activator – transcriptional activators of Hsp70; HeLa Hsp70 promoter luciferase reporter, luminescence; scaled: vehicle 0, proteasome-inhibitor control 100%; activation, % at 10 µM; hit rate 0.04% among 200,000; AID 1203;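 active = activation above the mean across all tested compounds plus 3 SD, cutoff set per campaign, cut at about 5.5% in these data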;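 also: 100% = MG132 at 30 µM as the positive control and 0% = DMSO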
Efa HMGR inh – inhibitors of class II HMG-CoA reductase from Enterococcus faecalis. purified E. faecalis HMGR, NADPH absorbance 340 nm kinetic. inhibition, % at 10 µM. hit rate 0.41% among 190,000. AID 1066;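 active = inhibition above a set limit, the median over all tested compounds plus 3 SD, cut at about 9.5% in these data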;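 also: enzyme runs in reverse so mevalonate oxidation gives rising NADPH absorbance; 0% = complete reaction with DMSO and 100% = background rate lacking mevalonate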
APP transl inh – APP translation inhibition | SH-SY5Y APP 5'UTR-luciferase reporter, luminescence | inhibition, % at 2 µM | hit rate 0.82% among 190,000;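 active = inhibition above a set limit, derived from the sample mean plus 3 SD, cut at about 45% in these data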; also: values of inactives mirror those of a sister screen read the other way
STAT1 act – activators of IFN-gamma induced STAT1 signaling; NIH 3T3 STAT1-luciferase reporter, luminescence; 100% = IFN-gamma alone, no compound; activation (% of control), % at 5.5 µM; hit rate 2.6% among 200,000;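 active = activation above the screen-wide mean activation plus 3 SD, cut at about 130% in these data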;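 also: raw ratio to IFN-gamma control signal so 100% means no change and 0% no light; values of inactives mirror those of a sister screen read the other way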
G6PDH CS – inhibits Leuconostoc G6PDH, flagging false hits in G6PDH-based assays. Purified L. mesenteroides G6PDH, diaphorase/resazurin coupled fluorescence, 45 min. inhibition, % at 5 µM. hit rate 0.12% among 200,000. AID 1020; in the data active = inhibition above about 50%
FLuc act counter – firefly luciferase counter-screen for stimulation assays. P08659. ATPlite luciferase biochemical, luminescence, 10 min; 0 = ATP-free wells, 1 = DMSO control. activation factor at 10 µM. 200,000 tested, under 10 active;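 active = luciferase activation factor, scaled between plate controls, of at least 2 with compound at 10 µM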
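Assay system: Luciferase/luciferin detection reagent, cell-free biochemical luciferase assay / Also added: ATP substrate / Schedule: 10 min at ambient temperature / Measured by: luminescence measurement of luciferase light output / Benchmarks: low control with PBS replacing ATP, high control enzyme plus ATP without compound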
Redox H2O2 prof – compounds producing H2O2 with reducing agent – biochemical, NIH compound library profiling, artefact control for MLSCN library redox annotation, primary screen | DTT-dependent redox cycling H2O2, phenol red/HRP absorbance; 100% = 100 µM peroxide control, 0% = buffer | activation, % at 10 µM | hit rate 0.03% among 200,000;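 active = activation of at least 50% relative to the plate's high and low controls in the primary single-dose screen; inactive = activation below 50%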;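 also: compound incubated with DTT at 0.8 mM final as the reducing agent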
Active calls of the source: *; . = not tested or not shown.

SMILES	APP 5'UTR act	FLuc inh counter	NF-kB neuron act	Hsp70 activator	Efa HMGR inh	APP transl inh	STAT1 act	G6PDH CS	FLuc act counter	Redox H2O2 prof
COc1cc(SC)ccc1C(=O)Nc1ccc2c(c1)OCCO2	155*	83*	4.6*	-0.1	3	-155	130*	0	0.2	-0.2
O=C(c1ccc(S(=O)(=O)Nc2ccc(F)cc2)cc1)N1CCN(c2ccccn2)CC1	12	-4	0.85	-0.1	-4	-12	73	7	1	-1.1
Cc1cc(C)c(C#N)c(SCc2ccccc2C)n1	-8	-1	1.3	-0.1	-4	8	104	-1	1	0.2
CC(=O)NCc1cccc(CNC(C)=O)n1	5	1	1.6	0.1	0	-5	103	37	1	3.2
CC(C(=O)N1CCN(c2ccc(Cl)cc2)CC1)c1ncc(C(F)(F)F)cc1Cl (configuration not stated)	9	-5	0.85	0.6	0	-9	99	4	1.1	-7.3
CCOC(=O)c1ccc(NC(=O)C2CC(=O)N=C(N)S2)cc1 (configuration not stated)	30	-1	1.1	-0.3	-6	-30	109	6	1	1.1
CC(=O)Nc1ccc(-c2nnc(SCC(=O)c3ccc4c(c3)Cc3ccccc3-4)n2C)cc1	8	-3	0.96	-0.3	2	-8	87	7	1	-8.6
COc1ccc(NC(=O)NCc2ccco2)c(OC)c1	7	-7	1.1	0.1	2	-6	102	4	1.1	0.7
Cc1oc(-c2ccc(Cl)cc2)nc1CS(=O)CC(=O)NCCCN(C)C1CCCCC1 (configuration not stated)	-13	-8	0.76	-0.2	-8	13	95	1	1.1	-0.4
Cc1cc(/C=C2/C(=O)NN(c3ccccc3)C2=O)c(C)n1-c1cccc(O)c1	181*	94*	0.92	-0.1	1	-181	114	-19	0.1	0.8
O=C(NCC(=O)N1CCN(S(=O)(=O)c2cccs2)CC1)c1ccc(Cl)cc1	30	-5	1	0.1	-6	-30	101	4	1	-0.2
CC1Nc2nc(NC(=O)C(C)(C)C)[nH]c(=O)c2N(C)C1C (configuration not stated)	6	-3	1	-0.3	-9	-6	103	1	1	-0.1
N#Cc1cc2c(=O)n3ccccc3nc2n(CCCN2CCOCC2)c1=O	-2	-2	1	0.1	-3	2	99	-3	1	-1.7
C(=N\Nc1nc2ccccc2s1)/c1ccc2c(c1)OCO2	180*	50	3.8*	0.1	-4	-180	209*	-13	0.5	0.0
CN(C)CCCOC(=O)c1ccc(Cl)cc1Cl	-15	-2	1.2	-0.2	-3	15	100	-14	1	0.1
Cc1nn(C)c(C)c1/C=N/O	11	-4	0.92	0.4	-1	-11	111	0	1	0.1
COC(=O)c1sc(OC)cc1OCc1ccc(C)cc1	-5	1	1.1	-0.4	-3	5	103	-2	1	0.1
CN(C)C(=O)CCc1nc(-c2ccc(C(C)(C)C)cc2)no1	71	52*	2.8	0.0	2	-71	108	12	0.5	-2.0
C/C(CC(=O)Nc1ccc(N(C)C)cc1)=N\NC(=O)c1ccccn1	115	-3	1.2	0.1	2	-115	140*	6	1	-0.1
O=C(c1ccc([N+](=O)[O-])cc1)N1CCc2ccccc2C1	23	6	1.5	-0.1	-3	-23	107	-7	0.9	-0.3
O=C(Cc1ccccc1)n1nc(-c2ccccc2)nc1NCc1ccco1	17	2	1.5	-0.1	2	-17	105	0	1	-2.8
Cc1c(C(=O)Nc2cccc([N+](=O)[O-])c2)csc1-c1ccccc1	194*	19	3.8*	-0.1	-4	-194	165*	4	0.8	2.1
Cc1cc(C)nc(-n2ncc3c2CC(c2ccccc2)CC3=O)n1 (configuration not stated)	-6	-4	0.65	-0.5	-8	6	95	-1	1	0.6
Cc1ccc(S(=O)(=O)NC2=NCN(CCN3CCOCC3)CN2)cc1	2	-3	1	0.0	3	-2	107	4	1	-0.1
CCCCCCOc1ccc(C(CC(=O)O)C(N)=O)cc1 (configuration not stated)	4	-4	1.1	-0.1	-4	-4	108	1	1	2.2
Following part
SMILES	APP 5'UTR act	FLuc inh counter	NF-kB neuron act	Hsp70 activator	Efa HMGR inh	APP transl inh	STAT1 act	G6PDH CS	FLuc act counter	Redox H2O2 prof
Cc1cc(N2CCCCC2)ccc1[N+](=O)[O-]	2	2	1	-0.3	-1	-2	100	18	1	0.2
O=C(c1ccccc1)n1ccc(-c2cnc(-c3ccccc3)s2)n1	141*	24	6*	-0.1	-6	-141	123	1	0.8	0.7
COc1ccc2c(C)cc(=O)[nH]c2c1	6	-8	0.99	-0.3	2	-6	105	1	1.1	0.2
Cc1ccnc(NS(=O)(=O)c2cccs2)c1	7	-5	0.93	-0.2	-5	-7	105	-10	1.1	-0.1
COc1ccc(C)cc1NC(=O)CNc1ccccc1CN(C)C1CCCCC1	-4	-7	1.3	-0.2	3	4	99	4	1.1	0.2
Cc1ccc(NC(=O)COC(=O)C2=COCCO2)c([N+](=O)[O-])c1	24	14	1.1	-0.2	0	-24	91	6	0.9	-1.8
CC(CN1C(C)CCCC1C)OC(=O)c1ccccc1Cl (configuration not stated)	-9	-2	1.3	0.0	0	9	102	2	1	-1.7
Cc1cccc2cc(CN(CCc3ccccc3)C(=O)N3CCOCC3)c3nnnn3c12	-7	-3	1.7	-0.2	-7	7	98	2	1	1.8
CCOc1ccc(NC(=S)NN2CCN(C)CC2)cc1	17	-7	1	-0.4	-3	-17	90	6	1.1	0.0
O=C(Nc1ccsc1C(=O)NC1CCCCC1)c1ccc(F)cc1	-9	-4	1.2	-0.1	5	9	99	8	1	0.5
Cc1cc(C)nc(NC2=NCCN2C(=O)Nc2ccc(Cl)c(Cl)c2)n1	8	.	.	0.0	.	-8	99	.	.	1.3
COc1cccc(NC(=O)C2C3C=CC4(O3)C2C(=O)N(C2CC2)C4C(=O)NC2CCCCC2C)c1 (configuration not stated)	-1	-9	0.94	-0.8	1	2	98	-2	1.1	4.0
CCOc1ccc(-c2csc(NC(=O)CSCC(=O)O)n2)c2ccccc12	-1	-4	0.93	0.0	-4	1	71	7	1	0.3
COc1cccc(-c2nnc(-c3ccc(C)o3)o2)c1	164*	86*	4.2*	0.3	-1	-164	120	-3	0.1	-0.7
CN1C(=O)NC(c2ccccc2)C2=C1CN(c1ccc3ccccc3c1)C2=O (configuration not stated)	2	-9	0.95	0.2	-5	-2	88	0	1.1	-9.6
Cc1[nH]c2ccccc2c1/C=N/n1cnnc1	5	-3	1	-0.2	3	-5	98	5	1	2.3
CSc1ncc(C(=O)O)n1-c1ccc(F)cc1	7	-1	1.2	0.2	-3	-8	106	4	1	1.0
CCC(/C=C1\Sc2ccc(OC)cc2N1CC)=C\c1sc2ccc(OC)cc2[n+]1CCCS(=O)(=O)[O-]	-4	25	0.33	-0.2	2	4	62	6	0.8	0.0
COc1ccc(N=C2NN=C(c3ccc4c(c3)OCCO4)CS2)cc1	2	0	0.81	0.2	2	-2	101	5	1	-0.3
CCC(C)(C)C(=O)Nc1ccc(C(N)=O)cc1	-17	-1	1.2	0.1	-2	16	103	2	1	0.1
CCCSc1nc(N)c2c3c(sc2n1)CN(C)CC3	21	-5	1.4	0.0	-4	-21	94	-18	1.1	-0.9
Cc1cc(Br)c(NC(=O)CCl)c(Br)c1	3	-7	1.4	-0.2	-1	-3	95	10	1.1	0.1
Cc1ccc(-c2noc(CCC(=O)Nc3cc(C)ccn3)n2)cc1	17	-3	0.92	0.1	-3	-17	99	2	1	-0.2
O=C(NCC(F)(F)F)Nc1ccccn1	-15	-8	1.2	4.2	-2	15	107	0	1.1	0.0
O=C(Nc1ncc(S(=O)(=O)c2ccc([N+](=O)[O-])cc2)s1)c1cccc2ccccc12	-8	-8	0.69	-0.3	-4	8	97	1	1.1	0.3

Shown with each value named: entries from further up.
molecule: COc1cccc(NC(=O)C2C3C=CC4(O3)C2C(=O)N(C2CC2)C4C(=O)NC2CCCCC2C)c1 (configuration not stated)
- APP 5'UTR act: -1
- FLuc inh counter: -9
- NF-kB neuron act: 0.94
- Hsp70 activator: -0.8
- Efa HMGR inh: 1
- APP transl inh: 2
- STAT1 act: 98
- G6PDH CS: -2
- FLuc act counter: 1.1
- Redox H2O2 prof: 4.0
molecule: CCOc1ccc(-c2csc(NC(=O)CSCC(=O)O)n2)c2ccccc12
- APP 5'UTR act: -1
- FLuc inh counter: -4
- NF-kB neuron act: 0.93
- Hsp70 activator: 0.0
- Efa HMGR inh: -4
- APP transl inh: 1
- STAT1 act: 71
- G6PDH CS: 7
- FLuc act counter: 1
- Redox H2O2 prof: 0.3
molecule: COc1cccc(-c2nnc(-c3ccc(C)o3)o2)c1
- APP 5'UTR act: 164*
- FLuc inh counter: 86*
- NF-kB neuron act: 4.2*
- Hsp70 activator: 0.3
- Efa HMGR inh: -1
- APP transl inh: -164
- STAT1 act: 120
- G6PDH CS: -3
- FLuc act counter: 0.1
- Redox H2O2 prof: -0.7

Next entries follow.
SMILES	APP 5'UTR act	FLuc inh counter	NF-kB neuron act	Hsp70 activator	Efa HMGR inh	APP transl inh	STAT1 act	G6PDH CS	FLuc act counter	Redox H2O2 prof
O=c1cc(Nc2ccc3c(c2)OCCO3)[nH]c(=O)n1-c1ccc(Cl)cc1	-3	-3	1	0.1	2	4	98	-13	1	0.2
COc1cc(N)ccc1Cc1ccc(N)cc1OC	8	-2	0.91	-0.3	-2	-8	95	6	1	-1.0
O=C1CCCC2=C1C1(O)C(=O)c3ccccc3C1(O)O2 (configuration not stated)	-5	-11	0.85	0.1	-1	5	106	2	1.1	1.4
COc1ccc(C(=O)COC(=O)c2cccnc2SC)cc1	27	31	1.4	0.0	-7	-27	115	-6	0.7	-0.5
COc1ccc(Cl)cc1NC(=O)C(C)Sc1nncn1C (configuration not stated)	1	-6	0.98	-0.3	1	-1	102	-3	1.1	1.8
O=C(/C=C/c1ccccc1)Nc1scc(-c2ccccc2)c1C(=O)O	48	74*	1.9	-0.3	-6	-48	115	-2	0.3	1.9
Cc1ccc(CNC(=O)CCc2nnc(Cc3ccc(-c4ccccc4)cc3)o2)o1	3	-3	1	-0.4	-4	-3	92	3	1	-0.3
COC(=O)c1ccccc1NC(=O)Nc1cccs1	5	-1	1	-0.1	-4	-5	99	4	1	-3.6
CC(=O)c1cccc(NC(=O)C2C3C=CC(C3)C2C(=O)O)c1 (configuration not stated)	-1	-2	1.1	-0.4	-2	1	98	9	1	-0.3
O=C(COC(=O)c1cc(=O)c2ccccc2o1)Nc1ccc2ccccc2c1	-13	-6	1.2	-0.1	-6	14	92	2	1.1	-0.6
CCOc1ccccc1CN(CCc1ccc2c(c1)OCO2)Cc1ccccn1	-1	-6	1.1	-0.2	3	1	102	-3	1.1	2.1
Cc1cccc(Oc2ncnc(N)c2[N+](=O)[O-])c1	14	-4	0.99	-0.1	-1	-14	105	-16	1	0.3
Cc1cc(Cl)cc(Cl)c1OCCCCN(C)C	-10	-4	1.2	-0.2	-5	10	101	1	1	-0.6
CC(=O)Nc1ccc(-c2csc(NCc3ccco3)n2)cc1	116	27	3.7*	-0.2	-5	-116	137*	6	0.7	0.2
COc1ccc(NC(=O)CSc2nc3c([nH]c4ccccc43)c(=O)n2C)cc1	7	-4	0.9	0.1	-4	-7	87	0	1	-0.6
CCC(C)C(NS(=O)(=O)c1ccc(C)cc1)C(=O)O (configuration not stated)	50	-4	1.5	-0.3	-1	-50	101	-2	1	12
COc1cc(C(=O)OC(C)C(=O)N2CCc3ccccc3C2)ccc1OCC(=O)N1CCOCC1 (configuration not stated)	6	-5	1	-0.2	-2	-6	106	5	1.1	0.4
CC(C)OCCCNC(=O)c1ccc(CS(=O)(=O)Cc2ccccc2F)o1	-5	-2	1.5	-0.4	-3	5	99	4	1	1.5
CCN(CC)S(=O)(=O)c1ccc(Cl)c(NC(=O)c2ccncc2)c1	-18	-5	1.1	-0.1	-7	18	79	21	1	0.1
